Bioassay records as filed in PubChem BioAssay.
RNase H inhibition – RNase H inhibition, HIV 1 Gag Pol polyprotein, FRET biochemical assay, screening (AID 372) | HIV-1 RT RNase H, FRET RNA/DNA substrate fluorescence; higher % means a stronger effect | inhibition, % at 10 µM, or IC50 in µM where a hit was titrated | 100,000 compounds, 0.77% hits; in the data active = inhibition above about 50%
Active calls of the source: *.

A first look (2 entries):
SMILES | RNase H inhibition
COc1cc(/C=N/N2CCN(Cc3cccc4ccccc34)CC2)cc(OC)c1O | 17.0%
CCOC(=O)N1CCN(C(=O)/C(=C/c2ccc(OC)c(OC)c2)NC(=O)c2ccccc2)CC1 | 6.0%

The whole of this part, from the start:
SMILES | RNase H inhibition
COc1cc(/C=N/N2CCN(Cc3cccc4ccccc34)CC2)cc(OC)c1O | 17.0%
CCOC(=O)N1CCN(C(=O)/C(=C/c2ccc(OC)c(OC)c2)NC(=O)c2ccccc2)CC1 | 6.0%
COc1ccc(S(=O)(=O)N(CC(=O)Nc2cccc(C(F)(F)F)c2)Cc2ccccc2)cc1 | 14.0%
Cc1ccc(/C=C/C(=O)Nc2nc(-c3ccccc3)c(C)s2)cc1 | 6.0%
Cc1ccc(C(=O)Oc2cccc(C=C3C(=O)NC(=O)NC3=O)c2)cc1 | 5.0%
Cc1ccc(-c2nc3ncccc3o2)cc1NC(=O)c1ccccc1[N+](=O)[O-] | 5.0%
N#CSCCCCCOc1ccc(I)cc1 | 4.0%
COc1cc(C)ccc1OCCCCOc1cccc(Br)c1 | 27.0%
Cc1ccc(NC(=O)c2ccc(C)o2)cc1 | 0.0%
COc1ccc(N(CC(=O)Nc2cccc(Cl)c2C)S(C)(=O)=O)cc1Cl | 21.0%
CCCCNCCOc1c(C)cc(Cl)cc1Cl | 14.0%
N#C/C(=C/c1ccc(Cl)cc1)C(=O)Nc1ccc(O)cc1 | 60.0%*
O=C(Nc1ccc([N+](=O)[O-])cc1)c1ccc(-c2cccc(Cl)c2)o1 | 10.0%
COc1ccccc1OCCOc1ccccc1Br | 33.0%
CCCCCCCCCCCC(=O)Nc1cccc(N2C(=O)c3ccc(Br)cc3C2=O)c1 | 9.0%
N#C/C(=C\Nc1ccccn1)c1nc(-c2cc3c(ccc4ccccc43)oc2=O)cs1 | 8.0%
CSc1ccc2nc(N3CCc4ccccc4C3)cc(C)c2c1 | 14.0%
Fc1ccc(CN2CCN(Cc3ccco3)CC2)cc1 | 10.0%
COc1cccc(OCCOc2ccccc2/C=C2\SC(N)=NC2=O)c1 | 9.0%
Cc1cc(Br)cc(C)c1NC(=S)NC(=O)c1ccccc1[N+](=O)[O-] | 16.0%
O=C1Nc2ccc([N+](=O)[O-])cc2C1=Nc1ccc(-c2ccc(N=C3C(=O)Nc4ccc([N+](=O)[O-])cc43)cc2)cc1 | 9.0%
CCn1c(/C=C/N(C(C)=O)c2ccccc2)[n+](CC)c2cc(Cl)c(Cl)cc21 | 8.0%
O=C(CN(c1ccc(F)cc1)S(=O)(=O)c1ccccc1)Nc1cccc(Br)c1 | 11.0%
COc1cc(OC)cc(C(=O)Nc2ccc(OC)c3ccccc23)c1 | 8.0%
COc1ccccc1-n1c(O)c(C=Nc2cccc(C)c2)c(=O)[nH]c1=O | 3.0%
Cc1ccc(OCCCCCN2CCOCC2)cc1 | 14.0%
CC(=O)NC12CC3(C)CC(C)(CC(O)(C3)C1)C2 | 0.0%
CCOc1cccc(N2C(=O)CC(N3CCC(C(N)=O)(N4CCCCC4)CC3)C2=O)c1 (stereo not given) | 2.0%
C/C(CCc1oc2c(Br)cc(Br)cc2c1-c1ccc(C)o1)=N\O | 34.0%
CC(C)C(=O)Nc1ccccc1C(=O)Nc1ccc(C(=O)O)cc1 | 6.0%
O=C(O)CCCC(=O)Nc1cccc(C(=O)O)c1 | 2.0%
CCc1c(O)nc(SCC(=O)N(CC)CC)n(-c2ccccc2C)c1=O | 0.0%
CNc1c(N)c(=O)oc2ccccc12 | 9.0%
Cc1ccc(S(=O)(=O)NNC(=O)Nc2ccc(Cl)cc2)cc1 | 9.0%
COc1ccc(Br)cc1-c1nc2ccc3ccccc3c2c2c1CCC2 | 27.0%
N#Cc1c(Nc2ccccc2)ccn(CC(=O)c2ccccc2)c1=O | 5.0%
CCOc1cc(/C=C2\N=C(c3cccc(F)c3)OC2=O)cc(I)c1OCC | 6.0%
CCOC(=O)c1ccc(N2NC(=O)/C(=C/c3cccc(Br)c3)C2=O)cc1 | 17.0%
O=S(=O)(c1ccc(F)cc1)n1nnc2ccccc21 | 7.0%
O=C(NN1C(=O)/C(=C/c2ccc(O)c(O)c2)SC1=S)c1ccccc1Br | 50.0%*
COc1ccc2oc(=O)c(-c3ccc([N+](=O)[O-])cc3)cc2c1 | 16.0%
CS(=O)(=O)N(CC(=O)N1CCOCC1)c1cc(Cl)cc(Cl)c1 | 4.0%
CN(C)CCCOC(=O)c1ccccc1 | 4.0%
CCOc1cc(C=C2C(=O)OC(C)(C(C)(C)C)OC2=O)ccc1OCc1ccccc1 (stereo not given) | 1.0%
Cc1ccccc1N/C=C/C(=O)c1ccc(Cl)cc1 | 5.0%
CC1(C)CC(=O)C2=C(C1)c1c(ccc3ccccc13)NC2c1cccc(Oc2ccc(C(F)(F)F)cc2[N+](=O)[O-])c1 (stereo not given) | 43.0%
O=C(NC(=S)Nc1ccc(-c2nc3ccccc3o2)cc1)c1cc2ccccc2o1 | 1.0%
CC(C)Oc1ccc(Cc2n[nH]c(=S)n2-c2ccccc2)cc1 | 8.0%
CCCCC1(C)OC(=O)C(=Cc2ccc(OC)c(I)c2)C(=O)O1 (stereo not given) | 10.0%
Cc1cc(C)cc(OCC(=O)NNC(=O)CN2C(=O)c3ccccc3C2=O)c1 | 15.0%
COc1ccc(/C=C2/C(=O)NC(=S)N(c3cccc(C)c3C)C2=O)cc1Cl | 15.0%
Cc1cc(C(C)(C)C)cc(C(C)(C)C)c1NC(=O)Cc1ccccc1 | 6.0%
N#CC1CC(c2ccccc2)=NN1c1ccccc1 (stereo not given) | 0.0%
O=C(/C=C/Nc1ccccc1C(F)(F)F)c1ccc(Br)cc1 | 13.0%
O=C(CSc1ccc2ccccc2n1)N/N=C/c1ccc(Br)cc1 | 32.0%
CCOCCOC(=O)C1=C(C)NC2=C(C(=O)CC(c3ccc(Cl)cc3)C2)C1c1ccccc1Cl (stereo not given) | 17.0%
COc1ccccc1OCC(=O)Nc1nc(-c2cccs2)c(NC(=O)c2ccccc2)s1 | 0.0%
CC(=O)Nc1ccc(NS(=O)(=O)c2cccc3c2C(=O)c2ccccc2C3=O)cc1 | 7.0%
Cc1ccc(/C=C/C(=O)Nc2ccc3c(c2)OCO3)cc1 | 6.0%
COc1ccc(Br)cc1C(=O)Nc1ccc(Cc2ccncc2)cc1 | 43.0%
Carrying on.
SMILES | RNase H inhibition
Cc1nc2ccccc2c(=O)n1N1C(=O)CCCC1=O | 1.0%
CCSC1(CCC(=O)OC)C(C)=C(C)C(=O)N1Cc1ccccc1 (stereo not given) | 13.0%
N#C/C(=C\c1ccccc1[N+](=O)[O-])C(N)=O | 0.0%
CCCn1c2ccccc2c2nnc(SCC(=O)Nc3ccc([N+](=O)[O-])cc3)nc21 | 0.0%
CC(=O)Nc1ccc(NC(=O)c2cc3cc([N+](=O)[O-])ccc3oc2=O)cc1 | 13.0%
Cc1ccc(N2CC(C(=O)Nc3cccc(C)n3)CC2=O)cc1 (stereo not given) | 1.0%
COC(=O)C1=C(C)N=c2s/c(=C/c3cccnc3)c(=O)n2C1c1ccc(OC(C)=O)cc1 (stereo not given) | 4.0%
CCOC(=O)Cn1cc(/C=C2\C(=O)NC(=O)N(c3ccc(Br)cc3)C2=O)c2ccccc21 | 33.0%
Cc1ccccc1C(=O)Nc1sc2c(c1C(=O)N1CCN(C)CC1)CCCC2 | 6.0%
COc1ccc(-c2nc3ccccc3c(C(=O)N3CCOCC3)c2C)cc1 | 0.0%
CC1=C(C(=O)Nc2ccc(C)cc2)C(c2ccc(Br)cc2)NC(=S)N1 (stereo not given) | 10.0%
CN=CC1=C(O)C(C(=O)OC)C(C)(C)CC1=O (stereo not given) | 1.0%
O=C(c1ccccc1Cl)N1CCN(c2ccc(Cl)cc2[N+](=O)[O-])CC1 | 3.0%
O=C(/C=C/c1ccccc1)CC(=O)C(F)(F)F | 1.0%
CCOC(=O)c1cccc(N2C(=O)C3C4C=CC(C4=C(C)C)C3C2=O)c1 (stereo not given) | 4.0%
COc1cc(C(=O)Nc2ccc3oc(-c4cccnc4)nc3c2)cc(OC)c1OC | 4.0%
COc1cc(/C=N/N2CCN(c3ccccc3)CC2)cc(OC)c1O | 13.0%
C=CCn1c2ccccc2c2nnc(SCc3ccccc3Cl)nc21 | 0.0%
CN(CCN(C)/N=C/c1cccc([N+](=O)[O-])c1)/N=C/c1cccc([N+](=O)[O-])c1 | 6.0%
O=C(CCCCCN1C(=O)/C(=C/c2ccc(Cl)cc2Cl)SC1=S)NNC(=O)COc1ccc(Cl)cc1Cl | 8.0%

The closing three records of the section before open the next one.
SMILES | RNase H inhibition
C=CCn1c2ccccc2c2nnc(SCc3ccccc3Cl)nc21 | 0.0%
CN(CCN(C)/N=C/c1cccc([N+](=O)[O-])c1)/N=C/c1cccc([N+](=O)[O-])c1 | 6.0%
O=C(CCCCCN1C(=O)/C(=C/c2ccc(Cl)cc2Cl)SC1=S)NNC(=O)COc1ccc(Cl)cc1Cl | 8.0%
CCOc1cc(C2C3=C(CC(C)(C)CC3=O)OC3=C2C(=O)CC(C)(C)C3)cc(Br)c1O | 0.0%
CCCOc1ccc(N2C(=O)CC(N3CCC(C(=O)OCC)CC3)C2=O)cc1 (stereo not given) | 2.0%
COc1ccccc1C/C(N)=N/OC(=O)c1ccccc1Br | 0.0%
COc1cc(C(=O)Nc2ccc3nn(-c4ccc(C)cc4)nc3c2)cc(OC)c1OC | 15.0%
CCOc1ccc(N2C(=O)CC(N3CCC(C(N)=O)(N4CCCCC4)CC3)C2=O)cc1 (stereo not given) | 0.0%
O=C(c1cccc([N+](=O)[O-])c1)c1ccc2c(c1)C(=O)N(c1ccc(Cl)cn1)C2=O | 7.0%
O=C(Nc1ccccc1)O/N=C(\c1ccccc1)c1ccccn1 | 12.0%
CCCOc1ccc(Cn2ccnc2)cc1[N+](=O)[O-] | 4.0%
COc1ccccc1CNC(=O)c1ccc(F)cc1 | 10.0%
CCN1C(=O)/C(=C\c2ccc(N(C)C)c(Br)c2)SC1=S | 13.0%
COc1cc(OC)cc(C(=O)Nc2ccc(S(N)(=O)=O)cc2)c1 | 14.0%
CC(C)c1ccc(NC(=O)CN(c2ccc(Br)cc2)S(C)(=O)=O)cc1 | 17.0%
Cc1ccc(NC(=O)c2ccc([N+](=O)[O-])cc2Cl)cc1C | 0.0%
O=C(Nc1cccc(-c2nc3ccccc3o2)c1)c1ccc(-c2cccc(Cl)c2)o1 | 22.0%
Cc1c(C(=O)NC(=S)Nc2cccc(NC(=O)c3ccccc3Cl)c2)cccc1[N+](=O)[O-] | 11.0%
C/C(=N/NC(=O)COc1cccc(Cl)c1)c1ccc2ccccc2c1 | 9.0%
CCCOc1ccc(N2C(=O)CC(N(Cc3ccco3)C(=S)Nc3ccccc3)C2=O)cc1 (stereo not given) | 5.0%
CC(NC(=O)CSc1nc2ccc(N3C(=O)c4ccccc4C3=O)cc2s1)c1ccccc1 (stereo not given) | 4.0%
CC(C)N(Cc1ccccc1)C(=O)c1ccccc1Br | 0.0%
CCN1C(=O)/C(=C/c2cccc(OC(=O)c3ccccc3I)c2)SC1=S | 7.0%

A few values from the list.
O=C(Nc1cccc(-c2nc3ccccc3o2)c1)c1ccc(-c2cccc(Cl)c2)o1 in RNase H inhibition has 22.0%
CCOc1ccc(N2C(=O)CC(N3CCC(C(N)=O)(N4CCCCC4)CC3)C2=O)cc1 (stereo not given) in RNase H inhibition has 0.0%
CCOc1cc(C2C3=C(CC(C)(C)CC3=O)OC3=C2C(=O)CC(C)(C)C3)cc(Br)c1O in RNase H inhibition has 0.0%
COc1ccccc1CNC(=O)c1ccc(F)cc1 in RNase H inhibition has 10.0%
CCN1C(=O)/C(=C/c2cccc(OC(=O)c3ccccc3I)c2)SC1=S in RNase H inhibition has 7.0%

(further entries)
SMILES | RNase H inhibition
O=[N+]([O-])C1([N+](=O)[O-])CCCc2c1nn(-c1ccccc1)[n+]2[O-] | 12.0%
Cc1ccc(N2CC(C(=O)NCc3ccccc3)CC2=O)cc1 (stereo not given) | 0.0%
CC(=O)OCc1c(OC(C)=O)ccc2c([N+](=O)[O-])c(C)n(-c3ccc(C)cc3)c12 | 5.0%
CCOc1cc(/C=N/NC(=O)Cc2cccc3ccccc23)cc([N+](=O)[O-])c1O | 22.0%
COc1ccc(NC(=O)COc2cc(C)ccc2C(C)(C)C)c([N+](=O)[O-])c1 | 21.0%
Oc1ccc(Cl)cc1-c1cc(-c2ccc(Br)cc2)n[nH]1 | 16.0%
Cc1cc(OCC(=O)Nc2ccccn2)ccc1Cl | 0.0%
O=C(N/N=C/c1ccccc1O)C(=O)Nc1ccc(Br)cc1 | 8.0%
N#CC(c1ccccc1)C(C#N)c1ccccc1 (stereo not given) | 6.0%
COc1ccc(C2CC(=O)C3=C(C2)Nc2ccccc2NC3c2coc3ccccc3c2=O)cc1OC (stereo not given) | 15.0%
O=C(/C=C/c1ccccc1Cl)Nc1cc(Cl)c(Cl)cc1Cl | 11.0%
CCc1cc2c(=O)n(-c3ccc(Cl)c(Cl)c3)c(=O)[nH]c2s1 | 43.0%
Cc1cccc(C(=O)Nc2ccc(NC(=O)c3sc4ccccc4c3Cl)cc2)c1 | 49.0%
CCC(=O)Nc1cc(OC)c(Cl)cc1OC | 7.0%
O=C(N/N=C/c1cccnc1)c1ccc([N+](=O)[O-])cc1Cl | 0.0%
CCOC(=O)C1=C(C)N=c2s/c(=C\c3ccc(-c4ccc(C)c([N+](=O)[O-])c4)o3)c(=O)n2C1c1ccc(Cl)cc1 (stereo not given) | 15.0%
O=C1CCC(=O)N1CNc1cccnc1 | 0.0%
Cc1ccc(S(=O)(=O)NCCNc2ccc(Cl)cc2[N+](=O)[O-])cc1 | 0.0%
CCOC(=O)C(Cc1cccc(Cl)c1)SC#N (stereo not given) | 9.0%
COc1ccc(NC(=O)/C(C#N)=C\c2ccc(-c3cccc(C(=O)O)c3)o2)cc1 | 21.0%
Cc1ccc2nc(-c3cccc(NC(=O)COc4ccc([N+](=O)[O-])cc4)c3)oc2c1 | 15.0%
NS(=O)(=O)c1ccc(CNS(=O)(=O)Cc2ccccc2)cc1 | 16.0%
COc1ccc(C(=O)/C=C/Nc2ccccc2F)cc1 | 6.0%
O=C(Cc1cccs1)N1CCN(c2cccc(Cl)c2)CC1 | 5.0%

This is a subset. The share of hits here may be higher or lower than overall.
